TDP1 cell CPT = DT40-hTDP1 cell growth loss with CPT. chicken DT40 Tdp1-/-;hTDP1 cells + 20 nM CPT, ATP luminescence, 48 h. Potency, µM (top dose mostly 46.2 µM), without a hit: at the highest dose activity change, negative = growth inhibition, hits mostly inhibitors. 420,000 compounds, 12% hits; further: nearly all actives have a fitted effect of over 55% in size
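Chicken DT40 Tdp1-/- cells complemented with human TDP1, 400 cells/well, exposed to compounds plus 20 nM camptothecin for at least 48 h at 37 C; viability read as ATP content by CellTiter-Glo luminescence.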
DT40 TDP1 no CPT = qHTS for Inhibitors of human tyrosyl-DNA phosphodiesterase 1 (TDP1): qHTS in cells in absence of CPT | DT40 Tdp1-/- hTDP1 cells, no CPT, ATP luminescence, 48 h | Potency, µM (titrated, usually from 46.2 µM), for the others: at the top dose activity change, negative = growth inhibition, actives largely listed as inhibitors | 420,000 compounds, 15% hits | AID 686978, 2013; further: nearly all actives have a fitted effect of over 55% in size
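Cells were dispensed at 400 per well, compounds added by pin tool, plates incubated ≥48 hr at 37 °C, then CellTiter-Glo added for 30 min at room temperature before luminescence reading. Line: DT40 Tdp1-/- complemented with hTDP1; camptothecin omitted.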
TDP1 inh = TDP1 (human) enzyme inhibition | recombinant TDP1, AlphaScreen DNA substrate cleavage | Potency, µM (series often up to 130 µM), for the others: at the top dose activity change, negative = inhibition, usual class: inhibitors | 350,000 compounds, 0.28% hits | AID 485290; further: nearly all actives have a fitted effect of over 40% in size
Target sequence (Q9NUW8 whole entry, looked up): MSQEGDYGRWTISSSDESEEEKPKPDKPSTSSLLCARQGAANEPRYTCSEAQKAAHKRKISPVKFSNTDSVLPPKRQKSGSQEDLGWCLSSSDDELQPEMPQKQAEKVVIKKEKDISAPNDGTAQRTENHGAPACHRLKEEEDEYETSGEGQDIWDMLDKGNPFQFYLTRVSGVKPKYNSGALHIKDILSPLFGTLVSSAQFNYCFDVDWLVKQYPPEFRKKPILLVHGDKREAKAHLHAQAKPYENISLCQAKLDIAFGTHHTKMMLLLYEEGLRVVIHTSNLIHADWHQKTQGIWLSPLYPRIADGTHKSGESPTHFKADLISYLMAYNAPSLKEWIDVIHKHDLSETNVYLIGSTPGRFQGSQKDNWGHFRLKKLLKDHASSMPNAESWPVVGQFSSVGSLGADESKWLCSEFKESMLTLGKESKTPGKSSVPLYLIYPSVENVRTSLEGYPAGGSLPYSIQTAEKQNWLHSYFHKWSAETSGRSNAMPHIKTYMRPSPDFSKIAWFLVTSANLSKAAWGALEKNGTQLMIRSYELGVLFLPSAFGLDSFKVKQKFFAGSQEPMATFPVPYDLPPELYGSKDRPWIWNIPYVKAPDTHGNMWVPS
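Compounds were preincubated with Tdp1 (1 nM final) for 15 min at room temperature before substrate (15 nM final) started a 5 min reaction; beads (10 ug/ml final) were then added for 10 min before AlphaScreen detection.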
* = called active by the depositor; ? = inconclusive; / = not tested or not shown; [ ] = dose if it differs, or a comment. The call rests on the fitted dose curve; in most records, active means well fitted curve in the direction sought with a large enough effect; inconclusive means small, poorly fitted or top-dose-only effect, or another doubt; inactive means no such curve, though single readings can be large; an effect the other way counts as inactive or inconclusive. On the % scale 0 is the no-effect control and ±100 the full control effect; potency means the concentration at half of the fitted maximal effect. The order is random; 18% or so of the library scored in one or more.

molecule	TDP1 cell CPT	DT40 TDP1 no CPT	TDP1 inh
Nc1ncnc2c1ncn2[C@@H]1O[C@H](CNCc2cn(CC(=O)NC3CC3)c3ccccc23)[C@@H](O)[C@H]1O	-5%	-4%	0%
O=C(COc1ncnc2cc(Cl)ccc12)c1ccccc1	-18%	?	/
Cc1ccc(C(=O)N/C(=C\c2ccc([N+](=O)[O-])cc2)C(=O)NCCc2ccccc2)cc1	?	?	2%
CCCCNC(=O)c1cc2c(C)cc(C)cc2[nH]1	0%	-17%	-1%
O=Cc1ccc2c(c1)OCCOCCOCCOCCO2	8%	9%	/
COc1ccc(-c2cccc(NC(=O)c3ccco3)c2)nn1	?	26µM*	/
Cc1cc(/C=C2\SC(=Nc3ccc(F)cc3)NC2=O)c(C)n1-c1ccc(S(N)(=O)=O)cc1	5.2µM*	5.2µM*	7%
O=C(Nc1ccncc1)c1cn(-c2ccccc2)nc1-c1cccs1	?	?	-4%
CCCCCN(C(=O)CCC(=O)OCC(=O)Nc1cccc(SC)c1)c1c(N)n(CCCC)c(=O)[nH]c1=O	-14%	-16%	/
COC(=O)c1ccc(COC(=O)CNC(=O)CNC(=O)c2ccc(OC)cc2)cc1	13%	?	/
Cc1ccc(N2CCN(C(=O)C(=O)c3ccc(F)c(F)c3)CC2)cc1	-22%	-25%	/
O=C(C1CCN(S(=O)(=O)c2cnc[nH]2)CC1)N1CCc2ccccc2C1	-4%	1%	10%
CN(C)C=NC1=NN(c2cccc(C(F)(F)F)c2)CC1	11%	0%	5%
O=c1oc(-c2ccco2)nc2ccccc12	-27%	?	0%
Cc1cc2ccccc2c(=O)[nH]1	-29%	-12%	2%
COc1ccccc1NC(=O)C(C(C)C)N1C(=O)c2ccccc2C1=O (configuration not stated)	2%	3%	/
CCN(C[C@H]1N[C@@](Cc2ccccc2)(C(=O)OC)[C@H]2C(=O)N(C)C(=O)[C@@H]12)C(=O)COC	-14%	12%	0%
COc1ccc(-c2cc(C(F)(F)F)nc(SCC(=O)N(C)Cc3cnn(C)c3C)n2)cc1OC	16µM*	16µM*	5%
CCOc1ccc(CCNC(=O)COC(=O)c2ccc(OC(C)C)cc2)cc1OCC	-28%	?	/
CC1CCCCN1S(=O)(=O)c1ccc(C(=O)Nc2nnc(-c3ccccn3)o2)cc1 (configuration not stated)	-23%	?	7%
Cc1onc(-c2c(Cl)cccc2Cl)c1NC(=O)NN(C)C	0%	-18%	4%
Cc1cc(Cl)ccc1NC(=O)CN1CCC(C(O)(c2ccccc2)c2ccccc2)CC1	?	?	5%
O=C(COC(=O)C1CCC1)NCc1ccc(F)cc1	-7%	1%	/
O=C1NC[C@H](CCCCN2CCN(CCc3ccccc3)C(=O)C2=O)N(CCC2CCCCC2)C1=O	2%	-26%	/
O=C(NCc1ccccc1F)c1cc(=O)[nH]c2ccccc12	-22%	-1%	10%
c1ccc(-c2csc3ncnc(NCCCN4CCOCC4)c23)cc1	12µM*	13µM*	-2%
CNS(=O)(=O)c1cn(CC(=O)Nc2ccc(C(C)=O)cc2)cc1S(=O)(=O)NC	-7%	0%	8%
COc1ccc(-c2cc3nc(C)c(CCC(=O)Nc4cccc(C(F)(F)F)c4)c(C)n3n2)c(OC)c1	-1%	-27%	-5%
COc1ccc(C(=O)c2c(N)sc3c2CCN(C(=O)OC(C)(C)C)C3)cc1	15µM*	-62%	/
CCOc1ccc2[nH]c(=O)c(C(c3nnnn3CC3CCCO3)N3CCc4ccccc4C3)cc2c1 (configuration not stated)	16µM*	23µM*	0%
COC(=O)c1c(NC(=O)CN2CCN(S(=O)(=O)c3ccccc3[N+](=O)[O-])CC2)sc2c1CCC(C)C2 (configuration not stated)	-8%	?	6%
CCN1C(=O)[C@H]2[C@@H](c3ccc(-c4ccc(OC)cc4)cc3)N[C@@](C)(C(=O)OC)[C@H]2C1=O	?	?	0%
CCOC(=O)C1CCN(C(=O)Cn2c(-c3cccs3)cc3cc(Cl)ccc32)CC1	15µM*	21µM*	1%
CCN1CCN(C(=O)C(=O)c2cn(CC(=O)N3CCCC3)c3ccccc23)CC1	-3%	2%	1%
O=C(Oc1ccccc1)c1cccc(C(=O)Oc2ccccc2)c1	3%[92.5 µM]	8%[92.5 µM]	/
CCOC(=O)C1=C(CNCCc2ccc(Cl)cc2)NC(=O)NC1c1ccc2c(c1)OCO2 (configuration not stated)	?	?	9%
CN1CCN(C(=O)c2cc3sccc3n2CC(=O)c2ccccc2)CC1	-18%	1%	5%
COc1ccc2nc(SCC(=O)Nc3cc(OC)c(OC)cc3C(=O)O)c(C)cc2c1	1%	-10%	4%
CC(OC(=O)C1CCCCC1)c1nc2ccccc2[nH]1 (configuration not stated)	-25%	-3%	5%
Cc1cc(=O)n(CC(=O)NCc2ccc(OC(C)C)cc2)c2c1c(C)nn2-c1cccc(F)c1	-29%	?	10%
COc1cc(OC)c(C(=O)OCC(=O)NC2CCCCCCC2)cc1OC	?	?	0%
O=C(CNC(=O)c1ccccc1Cl)N/N=C/c1ccc2c(c1)OCO2	?	?	/
CC(=O)c1ccc(N2CCN(C3C(=O)c4ccccc4N3C(C)=O)CC2)cc1 (configuration not stated)	?	?	5%
CCOc1cc(NC(=O)c2cccs2)c(OCC)cc1NC(=O)CCC(=O)NCCN1CCOCC1	6%	-25%	1%
CC(C)(C)[C@H]1COC(=O)CCCC/C=C\C[C@H](CC(=O)NCCO)C(=O)N1	-4%	2%	2%
COc1cccc(-n2c(SCC(=O)NCCC3=CCCCC3)nc3n[nH]c(C)c3c2=N)c1	16µM*	15µM*	9%
O=C(Cn1c(=O)n(-c2ccc(F)cc2)c(=O)c2sc3ccccc3c21)NC1CCCCC1	11%	-17%	-1%
COc1ccc2c(=O)c3c(=O)n(Cc4ccco4)c(C(C)C)nc3oc2c1	3%	-23%	-5%
O=C(CN1CCN(S(=O)(=O)c2ccccc2)CC1)NCCc1ccccc1	-4%	-13%	4%
O=S(=O)(c1ccc(NC(=S)NCCC(c2ccccc2)c2ccccc2)cc1)N1CCOCC1	21µM*	23µM*	8%
O=C(Cc1csc(NC(=O)Nc2cccc(Cl)c2)n1)NCc1cccnc1	-23%	?	3%
COc1ccc(C(=O)N2CCOC2CNC(=O)C(=O)NCc2ccc(Cl)cc2)cc1 (configuration not stated)	5%	?	2%
COc1ccc2[nH]c(C(=O)NCCCN3CCCC3=O)c(C)c2c1	8%	-12%	2%
CCOc1ccc(CC(=O)C2=C(N3CCOCC3)CC(C)(C)CC2=O)cc1OCC	-10%	-21%	-8%
COC(=O)CCCCCCCCCCN1CCCCC1	4%	-23%	0%
CC(NC(=O)C1CCN(c2nc3ccccc3nc2C(F)(F)F)CC1)c1ccccc1 (configuration not stated)	-24%	?	-5%
Cc1nn(CC(=O)NCCc2ccccc2)c(=O)c2cccn12	9%	-8%	0%
COc1cc(NC(=O)CN2c3cccc4cccc(c34)S2(=O)=O)cc(OC)c1OC	?	21µM*	3%
O=C1CC(NS(=O)(=O)c2cccnc2)CN1c1ccc(F)cc1 (configuration not stated)	-6%	-4%	/
O=c1oc2ccc(Cl)cc2cc1-c1nnc(Nc2cccc(C(F)(F)F)c2)s1	?	2.6µM*	4%

Compounds above with a tert-butyl group, in the order listed:
molecule	TDP1 cell CPT	DT40 TDP1 no CPT	TDP1 inh
COc1ccc(C(=O)c2c(N)sc3c2CCN(C(=O)OC(C)(C)C)C3)cc1	15µM*	-62%	/
CC(C)(C)[C@H]1COC(=O)CCCC/C=C\C[C@H](CC(=O)NCCO)C(=O)N1	-4%	2%	2%

New compounds follow:
molecule	TDP1 cell CPT	DT40 TDP1 no CPT	TDP1 inh
COCCN(C(=O)c1cc(OC)c(OC)c(OC)c1)c1c(N)n(Cc2ccccc2)c(=O)[nH]c1=O	3%	-10%	0%
O=S(=O)(Cc1ccccc1)NCC1CCCN(Cc2cccc3nonc23)C1 (configuration not stated)	13%	-12%	5%
CNC[C@@H](C)NC[C@@H](Cc1ccccc1)NCCc1ccccc1	8.2µM*	4.6µM*	/
COc1cccc(C2C(C(=O)Nc3ccc(C)cc3C)=C(C)Nc3nc4ccccc4n32)c1OC (configuration not stated)	-18%	?	4%
N#CC(Sc1ccccn1)c1ccc(Cl)cc1 (configuration not stated)	?	?	-1%
CCCCN(C)CC(O)Cn1cc(/C=C/C(=O)c2ccc(C)cc2)c2ccccc21 (configuration not stated)	7.3µM*	9.2µM*	5%
CCOC(=O)c1c(C)[nH]c(C)c1S(=O)(=O)N1CCC(C(=O)NCc2cccc(OC)c2)CC1	11%	4%	5%
COc1ccc(N(CC(O)CN2CCOCC2)S(=O)(=O)c2ccc(C)cc2)cc1 (configuration not stated)	0%	-12%	0%
COc1cccc(C(=O)Nc2cccc(C(=O)N3CCOCC3)c2)c1	-1%	-1%	4%
O=C1C2C3C=CC(C3)C2C(=O)N1CC1CCCO1 (configuration not stated)	-2%	-2%	5%
Cc1ccc(C(=O)Nc2c(C(=O)NC(C)(C)C)oc3ccccc23)cc1	21µM*	?	5%
COc1ccc(CC(=O)Nc2ccc(NC(=O)c3ccc(Br)cc3)cc2)cc1OC	0%	-6%	/
CCC(CC)C(=O)N(C)c1c(C)nc2c(OCc3ccccc3C(=O)OC)cccn12	?	16µM*	/
CN(C)c1ccc(/C=C/c2ccnc3ccc(O)cc23)cc1	?	?	/
CCN(CC1CCCN(CCc2cccc(F)c2)C1)C(=O)c1cc(C)oc1C (configuration not stated)	?	?	6%
Cc1cccc(C(=O)NC2(C(F)(F)F)N=C(c3ccccc3)N(C3CCCCC3)C2=O)c1 (configuration not stated)	-8%	-3%	2%
Cc1ccc(N2CCN(C(=O)NC3CCCCC3)CC2C)cc1 (configuration not stated)	-19%	-20%	/
O=C(Nc1cccc([N+](=O)[O-])c1)NC1CCS(=O)(=O)C1 (configuration not stated)	-3%	7%	0%
CN(C(=O)c1ccc(NC(=O)Cc2ccc(NC(=O)C3CCCN(S(=O)(=O)c4cccc([N+](=O)[O-])c4)C3)cc2)cc1)C1CCCC1 (configuration not stated)	-14%	-26%	/
Cc1cc(N2CCOCC2)c(F)cc1C(=O)c1ccccc1	5%	-18%	-2%
Cc1ccc(C(=O)NCc2ccc(F)cc2)cc1NC(=O)c1nsc2ccccc12	?	23µM*	3%
O=C(O)COCC(=O)Nc1ccc(-n2cnnn2)cc1	-10%	-3%	5%
Cc1ccc2[nH]c3c(c2c1)CCc1cn[nH]c1-3	?	23µM*	8%
c1ccc(-n2ncc3c(NC4CCCC4)ncnc32)cc1	?	?	8%
CCCCNC(=O)C1C(c2ccccc2)=Nc2ccccc2N1C(=O)c1ccc2c(c1)OCO2 (configuration not stated)	?	?	/
CCOc1ccc(C(Nc2ccc(C)cc2)P2(=O)OCCCO2)cc1 (configuration not stated)	-4%	-30%	5%
Cc1nn(CCc2n[nH]c(=S)n2-c2ccc(F)cc2)c(C)c1[N+](=O)[O-]	?	-11%	2%
CC1=NNC(=O)C1CCC(=O)N/N=C/C=C/c1ccccc1 (configuration not stated)	39%[activator]	2%	1%
CC1CCN(c2nc3ccc(C(=O)NCc4ccccc4)cc3s2)CC1	-23%	-18%	-5%
COC(=O)c1ccccc1OCCOCCOc1cccc2ccc(C)nc12	?	23µM*	-6%
CCOc1ccccc1C1C(C(=O)Nc2ccccc2OC)=C(C)Nc2nc3ccccc3n21 (configuration not stated)	3%	-17%	2%

Molecules shown so far with a CF3 group:
molecule	TDP1 cell CPT	DT40 TDP1 no CPT	TDP1 inh
CN(C)C=NC1=NN(c2cccc(C(F)(F)F)c2)CC1	11%	0%	5%
COc1ccc(-c2cc(C(F)(F)F)nc(SCC(=O)N(C)Cc3cnn(C)c3C)n2)cc1OC	16µM*	16µM*	5%
COc1ccc(-c2cc3nc(C)c(CCC(=O)Nc4cccc(C(F)(F)F)c4)c(C)n3n2)c(OC)c1	-1%	-27%	-5%
CC(NC(=O)C1CCN(c2nc3ccccc3nc2C(F)(F)F)CC1)c1ccccc1 (configuration not stated)	-24%	?	-5%
O=c1oc2ccc(Cl)cc2cc1-c1nnc(Nc2cccc(C(F)(F)F)c2)s1	?	2.6µM*	4%
Cc1cccc(C(=O)NC2(C(F)(F)F)N=C(c3ccccc3)N(C3CCCCC3)C2=O)c1 (configuration not stated)	-8%	-3%	2%

Screens: PubChem BioAssay, National Center for Advancing Translational Sciences (NCATS)
